GDH-TPI inh = inhibits GDH-TPI coupling enzymes, artifact for Mtb FBA screen | hit rate 1.2% among 360,000 | inhibition, % at 4.8 µM | AID 588335 | GDH-TPI coupled enzyme counterscreen, NADH absorbance;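 further: 0% = DMSO wells and 100% = wells lacking the enzyme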
VHR inh abs = inhibitors of human VHR1 phosphatase (DUSP3) | P51452 | recombinant VHR phosphatase, pNPP absorbance | inhibition, % at 13.3 µM | hit rate 0.52% among 290,000; in the data active means inhibition above about 50%; further: some compounds called inactive have numbers as strong as hits
Target sequence (P51452 whole entry, looked up): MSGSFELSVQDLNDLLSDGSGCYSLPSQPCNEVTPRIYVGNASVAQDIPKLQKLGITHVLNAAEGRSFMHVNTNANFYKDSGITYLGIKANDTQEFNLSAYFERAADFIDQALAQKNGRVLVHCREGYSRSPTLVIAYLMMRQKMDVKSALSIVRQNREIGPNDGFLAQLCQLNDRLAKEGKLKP
Mtb FBA inh = Mtb fructose-bisphosphate aldolase inhibition; P9WQA3; purified M. tuberculosis FBA, fluorescence read-out; inhibition, % at 1 µM; hit rate 2.3% among 360,000; in the data active means inhibition above about 27%;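 further: 0% = vehicle and 100% = reference inhibitor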
Target sequence (P9WQA3 whole entry, looked up): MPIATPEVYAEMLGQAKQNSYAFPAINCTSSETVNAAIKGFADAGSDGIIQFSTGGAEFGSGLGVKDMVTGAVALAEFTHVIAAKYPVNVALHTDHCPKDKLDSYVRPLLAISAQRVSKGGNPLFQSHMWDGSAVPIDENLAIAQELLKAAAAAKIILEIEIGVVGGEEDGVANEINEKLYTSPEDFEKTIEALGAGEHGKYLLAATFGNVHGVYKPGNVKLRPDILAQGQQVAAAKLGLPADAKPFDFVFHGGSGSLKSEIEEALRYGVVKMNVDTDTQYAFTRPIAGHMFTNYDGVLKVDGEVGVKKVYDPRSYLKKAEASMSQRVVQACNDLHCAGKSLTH
Rv3671c protease = Rv3671c (M. tuberculosis) protease inhibition; P9WHR9; inhibition, % at 5.96 µM; hit rate 0.048% among 320,000; in the data active means inhibition above about 38%;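 further: extracellular domain of Rv3671c used as enzyme; 0% = enzyme with DMSO and 100% = no enzyme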
Mtb BioA inh = blocks M. tuberculosis BioA enzyme activity | purified M. tuberculosis BioA enzyme, plate reader | inhibition, % at 9.99 µM | hit rate 0.096% among 360,000 | AID 602481; in the data active means inhibition above about 40%; inconclusive means no clear call, values can overlap the other calls
FadD28 FP inh = M. tuberculosis FadD28 bisubstrate binding inhibition | FadD28 bisubstrate probe binding, fluorescence polarization | inhibition, % at 12.5 µM | hit rate 0.22% among 360,000 | AID 588549; in the data active means inhibition above about 8.5%, passing the limit was not always enough; inconclusive means no clear call, values can overlap the other calls
BoNT-F LC inh = blocks Botulinum neurotoxin F light chain protease. Multiplex microsphere protease cleavage assay, flow cytometry. inhibition, % at 10 µM. hit rate 0.22% among 360,000. AID 588497; in the data active means inhibition above about 35%, passing the limit was not always enough; inconclusive means no clear call, values can overlap the other calls; further: plate controls were buffer without enzyme for full effect and enzyme alone for no effect
MazF activator = activators of E. coli MazEF toxin-antitoxin RNase | P0AE70 | hit rate 0.32% among 350,000 | activation, % at 20 µM | FAM/BHQ RNA-DNA oligo cleavage fluorescence, 5 h; in the data active means activation above about 50%
Target sequence (P0AE70 whole entry, looked up): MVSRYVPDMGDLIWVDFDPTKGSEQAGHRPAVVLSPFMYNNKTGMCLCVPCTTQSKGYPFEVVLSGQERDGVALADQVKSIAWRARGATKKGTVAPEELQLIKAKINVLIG
Mtb UGM inh = Mtb UDP-galactopyranose mutase inhibition; P9WIQ1; purified UGM, fluorescence polarization probe displacement; inhibition, % at 10 µM; hit rate 0.06% among 320,000; AID 504406; in the data active means inhibition above about 10%, passing the limit was not always enough; inconclusive means no clear call, values can overlap the other calls
CCHFV vOTU inh = CCHFV vOTU protease inhibition. inhibition, % at 11.5 µM. hit rate 0.55% among 370,000. Pep-AMC fluorescence. AID 651958; further: 0% = vehicle wells with enzyme and 100% = no enzyme wells
Active calls of the source: *; ? = inconclusive; · = no result given; + = active, no number. Unless noted, no stated cut-off is given here; in the data, active means inhibition above about 30%; inactive means the rest.

SMILES	GDH-TPI inh	VHR inh abs	Mtb FBA inh	Rv3671c protease	Mtb BioA inh	FadD28 FP inh	BoNT-F LC inh	MazF activator	Mtb UGM inh	CCHFV vOTU inh
O=C(Cn1nnc(-c2ccccc2)n1)NCC(=O)Nc1ccc(F)c(F)c1F	-5	·	-3	-4	-2.2	-2.7	0	7	-0.9	-17
CCC(CC)N1CCN(Cc2nc3ccc([N+](=O)[O-])cc3c(=O)n2-c2ccccc2F)CC1	21	14	-2	1	·	-0.6	9	12	-1.4	-2
O=C(NCCc1ccccc1)c1ccccc1[N+](=O)[O-]	-8	0	-1	-1	1.7	-5.7	11	3	1.2	-12
COC(=O)Nc1ccc2c(c1)N(C(=O)CCN(C)C)c1ccccc1CC2	1	-5	0	0	0.5	-0.7	-20	7	-0.2	3
COC(=O)c1ccc(CNC(=O)COC(=O)Cc2ccsc2)cc1	4	31	0	-3	·	2.0	-6	4	2.4	-6
Cc1ccnc(NC(=O)Nc2cccc(F)c2)n1	9	5	-2	-5	·	-0.9	1	3	-1.4	10
Cc1nc2ccc(F)cc2cc1C(=O)NCC1CCCO1 (stereo not drawn)	-10	10	2	·	-0.9	-1.6	-8	11	·	0
Cc1cc(Nc2nnnn2-c2ccccc2)n(-c2ccccc2)n1	15	-11	3	-1	·	-0.3	-3	-2	2.0	-5
CC(C)(C)NS(=O)(=O)c1ccc(CCC(=O)NCc2ccco2)cc1	-3	0	-3	0	·	1.0	5	2	3.6	-7
COc1cc(=O)[nH]c(=O)n1C(=O)Cc1ccccc1	7	3	1	-8	0.8	-1.1	8	5	-1.1	10
CNC(=S)N1CCN(c2ccc([N+](=O)[O-])cc2)CC1	9	32	-8	-9	3.1	-0.3	-2	9	-1.9	1
COc1ccc(/C=C2\SC(=O)NC2=S)cc1OC	14	2	-11	5	-6.0	2.1	-2	13	·	-1
Cc1ccc(C)c(-n2c(-c3csc(C)c3)n[nH]c2=S)c1	4	15	8	-10	-0.4	-1.2	11	-5	-1.8	-11
O=C(Nc1ccc(-c2cn3ccsc3n2)cc1)c1ccc(F)c(S(=O)(=O)N2CCOCC2)c1	4	-11	-1	-11	-0.3	-2.9	-3	10	1.9	9
Cc1onc(-c2c(F)cccc2Cl)c1C(=O)Nc1nc2c(s1)CCCC2	18	26	2	-11	0.6	-1.6	6	-15	-1.0	-27
CCOc1ccc(CNC(=O)C2CC(=O)N(C3CCCC3)C2)cc1OC (stereo not drawn)	-2	-1	0	-3	-2.2	-4.5	-7	2	0.7	4
CC1(C)CC2(CC(c3ccccc3F)c3ccc(O)c(O)c3O2)NC(=S)N1 (stereo not drawn)	-3	11	1	4	·	-0.7	-6	20	1.4	-6
Cc1ccc(C)c2[nH]c(=O)c(CCNC(=O)c3ccc(S(=O)(=O)N4CCCC4)cc3)cc12	13	4	5	-1	-0.4	-0.9	-2	2	4.4	-2
CC1(C)CC(=O)C(C(O)c2ccccc2)C(C)(C)N1 (stereo not drawn)	5	9	1	11	0.9	-0.1	-6	-2	0.7	2
COc1ccc2cc3cc(C(=O)NC(C)C)oc3nc2c1	31*	24	+	1	1.5	-3.8	-30	0	0.5	-303
Cc1ccc(CN2CCN(/N=C/c3cc(Br)ccc3O)CC2)cc1	8	10	1	-1	-0.6	-0.8	-1	-1	-2.6	6
CC1(C(=O)NNC(=O)C2CCCCC2)CC1(Cl)Cl (stereo not drawn)	-16	25	2	1	0.1	-3.0	?	10	2.5	-14
COc1ccc(CNC(=O)C(c2ccc(C)o2)N(Cc2cccs2)C(=O)Cc2cccs2)cc1 (stereo not drawn)	-8	22	4	-13	0.3	-0.3	4	-8	1.2	18
COC(=O)c1cn(C(=O)c2ccc(Cl)cc2)c2ccccc12	12	-11	0	3	·	-2.6	2	5	1.2	-13
CCOc1ccc(-c2nnc3n2N=C(c2ccc(OC)cc2)CS3)cc1	26	7	0	-1	·	0.3	10	10	-0.9	-6
(cont.)
SMILES	GDH-TPI inh	VHR inh abs	Mtb FBA inh	Rv3671c protease	Mtb BioA inh	FadD28 FP inh	BoNT-F LC inh	MazF activator	Mtb UGM inh	CCHFV vOTU inh
O=C(Oc1ccc(-c2nnco2)cc1)c1cc(S(=O)(=O)N2CCOCC2)ccc1F	3	·	0	·	0.6	-1.2	-4	6	·	0
CC(=O)c1ccc(C(=O)NC2CC(C)(C)Cc3c2cnn3-c2ccccc2)cc1 (stereo not drawn)	2	18	3	-3	37	0.0	3	-1	1.3	23
Cc1ccc2[nH]c(=O)c(CN(Cc3cccnc3)C(=S)NCCCN(C)C)cc2c1	-4	34	1	11	0.5	-3.6	-2	16	2.2	11
Nc1c(C(=O)NCCc2ccccc2)nnn1Cc1ccccc1	7	-31	0	-6	·	-0.6	-12	-3	0.5	13
O=C(NC1CCCCC1)C(c1ccc(F)cc1)N(Cc1ccco1)C(=O)CN1C(=O)c2ccccc2S1(=O)=O (stereo not drawn)	5	19	2	-24	·	-1.0	2	-2	2.6	1
O=C(O)c1ccccc1NS(=O)(=O)c1ccc(NN=Cc2ccc(F)cc2)c([N+](=O)[O-])c1	13	·	-2	1	·	-0.4	-3	-17	-0.6	·
N/C(Cc1cccc2ccccc12)=N\OC(=O)Cc1cccs1	7	-1	1	-8	·	-2.4	-7	-9	0.3	5
CC(=O)C(Sc1nccc(-c2cccs2)n1)C(C)=O	1	-6	1	-5	-3.0	-2.0	-2	4	1.2	-4
CCC1=Nc2ccccc2-c2nnc(SC)nc2O1	6	-14	1	5	3.1	-3.5	34	15	2.5	18
Cc1ccc(NC(=O)C(C)Sc2nnc(-c3cccnc3)n2-c2ccccc2)cc1 (stereo not drawn)	12	23	1	2	3.5	-2.4	4	6	1.7	-4
O=C(Nc1ccnn1C1CCN(C2CCCCC2)CC1)c1ccccc1	15	-19	9	3	-1.4	-0.8	17	-17	0.4	-20
C#CC[N+]1(C)[C@@H]2CC[C@H]1CC(OC(=O)C(CO)c1ccccc1)C2 (stereo partly drawn)	-5	11	1	-6	-1.7	-1.4	19	7	-0.9	-8
CC1CN(C(=O)CCc2cc(C(C)(C)C)c(O)c(C(C)(C)C)c2)CC(C)O1 (stereo not drawn)	-6	50	1	3	-1.6	-3.1	3	-6	1.5	22
CSc1ccccc1NC(=O)c1cc(C2CC2)on1	-1	-23	6	-10	-3.2	0.4	-6	-2	-2.7	11
O=C(NC1CCCC1)c1cc(-c2ccccc2)nc2ccccc12	8	0	3	8	-0.4	-2.8	?	1	0.5	-6
O=C(Nc1ccc2c(c1)OC1(CCCC1)O2)C1CC1	1	-21	-5	0	0.4	-1.3	-12	8	-5.1	-13
Cc1ccc2c(c1)sc(C)[n+]2CCCS(=O)(=O)[O-]	1	-17	8	-8	-0.7	-1.1	-7	0	-3.5	6
CCCn1c(SCC(=O)N2c3ccc(F)cc3CCC2C)nnc1-c1ccccn1 (stereo not drawn)	-14	18	4	-4	·	-3.6	-2	3	3.3	-8
Cc1ccc(NC(=O)CSc2ccc(C(N)=O)cc2[N+](=O)[O-])cc1	10	27	-2	3	-0.1	-1.4	4	1	-0.9	0
Cc1ccc(N=c2c([N+](=O)[O-])nn(-c3ccccc3)n2O)c(C)c1	10	0	3	1	0.0	-0.7	-5	6	·	-10
CC(=O)CSc1nc(-c2cccs2)c(C#N)c(=O)[nH]1	11	15	0	·	·	-1.3	-2	-14	·	-4
COc1ccc(C(=O)N/N=C2\SCC(=O)N2Cc2ccc3c(c2)OCO3)c(OC)c1	5	21	-2	-4	·	?	-2	-5	-2.9	4
CN1CCN(c2nc(N3CCN(c4ccccc4)CC3)ncc2F)CC1	4	23	2	-5	·	-1.2	2	-4	0.8	-12
